Assay outcomes from PubChem.
TROY NFkB inh: inhibitors of TROY-driven NF-kB signaling, primary screen, Q293 LMP1-TROYcd cells, NF-kB luciferase, uHTS | Q293 LMP1-TROYcd NF-kB luciferase reporter, 4 h | inhibition, % at 10 µM | 360,000 tested, 0.98% active;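 active = compounds whose plate-normalised and pattern-corrected inhibition of the luciferase reporter signal at the single screening dose is 50% or more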
NCOA2 inhibitor: inhibition of GAL4-SRC2 driven luciferase reporter, primary screen, SRC2 inhibitor project, cell-based, luminescence; Nuclear receptor coactivator 2 (Homo sapiens), Q15596; HEK293 GAL4-SRC2 luciferase reporter; inhibition, % at 9 µM; 370,000 tested, 0.17% active; AID 651957, 2012;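 active = inhibition above the mean inhibition of all tested compounds plus 3 SD, set per campaign, cut at about 52% in these data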;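 note: 0% = DMSO treated cells and 100% = cells given Gossypol at 36 µM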
NOD2 RIPK2 PPI: NOD2-RIPK2 binding disruptors in cells, primary screen, fluorescence, CHO cells, BLA complementation | Receptor-interacting serine/threonine-protein kinase 2 (Homo sapiens), O43353 | CCF4 ratio | inhibition, % at 4.98 µM | 360,000 tested, 0.38% active | AID 624267, 2012; in the data active = inhibition above about 21%;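 note: 0% = vehicle only and 100% = reference blocker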
Target sequence (O43353 whole entry, looked up): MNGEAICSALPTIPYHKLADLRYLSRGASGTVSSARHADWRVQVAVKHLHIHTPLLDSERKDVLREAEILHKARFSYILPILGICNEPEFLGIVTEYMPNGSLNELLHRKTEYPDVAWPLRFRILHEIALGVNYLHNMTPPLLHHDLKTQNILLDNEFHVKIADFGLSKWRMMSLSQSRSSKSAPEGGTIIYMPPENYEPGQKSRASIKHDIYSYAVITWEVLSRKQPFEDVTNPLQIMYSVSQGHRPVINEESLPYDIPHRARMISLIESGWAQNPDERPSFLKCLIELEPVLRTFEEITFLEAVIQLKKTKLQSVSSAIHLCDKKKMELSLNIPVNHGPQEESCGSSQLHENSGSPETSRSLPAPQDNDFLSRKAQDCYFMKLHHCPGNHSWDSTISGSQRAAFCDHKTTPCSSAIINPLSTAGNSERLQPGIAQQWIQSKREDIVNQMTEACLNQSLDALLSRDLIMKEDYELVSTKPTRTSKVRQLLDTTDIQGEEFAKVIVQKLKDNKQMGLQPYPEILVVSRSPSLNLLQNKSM
EBV LMP1 NFkB: EBV LMP1-driven NF-kappaB luciferase reporter inhibitors, primary screen, cell-based, luminescence, single point | LMP1-induced NF-kappaB luciferase reporter cells | 350,000 tested, 0.69% active | AID 504558, 2011 | inhibition, % at 12.5 µM; in the data active = inhibition above about 41%;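 note: 0% = neutral control wells and 100% = reference inhibitor control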
C8 TRAIL sens: viability loss with TRAIL in NB7+C8 cells, primary screen, TRAIL sensitizer project, cell-based, ATPlite luminescence | inhibition (viability loss, TRAIL sensitization), % at 10 µM | 360,000 tested, 1% active;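 active = compounds causing at least 50% loss of cell viability in the single-dose screen, relative to plate controls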
NCOA1 inh: SRC1 coactivator transcriptional activity inhibitors, primary screen, cell-based, luminescence; inhibition, % at 3.6 µM; Nuclear receptor coactivator 1 (Homo sapiens), Q15788; HEK293 GAL4-SRC1 luciferase reporter; 360,000 tested, 0.12% active;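 active = inhibition above the campaign mean plus 3 SD, with each screening campaign given its own cutoff, cut at about 60% in these data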;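 note: 0% = DMSO treated cells and 100% = gossypol at 36 µM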
NCOA3 inh: SRC3 coactivator transcriptional activity inhibitors, primary screen, cell-based, luminescence; 360,000 tested, 0.17% active; HEK293 GAL4-SRC3 luciferase reporter; Nuclear receptor coactivator 3 (Homo sapiens), Q9Y6Q9; inhibition, % at 3.6 µM; AID 588352, 2011;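 active = inhibition above a per-campaign cutoff, the mean of all compounds plus 3 SD, cut at about 60% in these data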;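 note: 0% = DMSO-treated cells and 100% = gossypol-treated cells at 36 µM; higher means less SRC3-driven luciferase light from the GAL4 reporter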
COUP-TFII inh: NR2F2 transcriptional activity inhibitors, primary screen, cell-based, luciferase reporter, HEK293T, luminescence. COUP transcription factor 2 (Homo sapiens), P24468. HEK293T NGFI-A luciferase reporter. inhibition, % at 8.6 µM. 370,000 tested, 0.7% active. AID 686940, 2013;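 active = inhibition above a per-plate cutoff, mean inhibition of test wells between control levels plus 3 SD, cut at about 38% in these data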;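 note: cells cotransfected with COUP-TFII expression vector driving the NGFI-A reporter; 0% = median of COUP-TF2 test wells and 100% = reporter-only cells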
TWEAK-Fn14 inh: inhibitors of TWEAK-Fn14 signaling, primary screen, luciferase reporter cells, uHTS. TWEAK-stimulated Fn14 reporter cells, luciferase luminescence, 8 h. inhibition, % at 10 µM. 360,000 tested, 2% active. AID 1159606, 2016; in the data active = inhibition above about 50%
LRH-1 inv ag: LRH-1 (NR5A2) inverse agonists, primary screen, cell-based, luminescence, HEK293T, StAR-luciferase reporter. 360,000 tested, 0.13% active. Nuclear receptor subfamily 5 group A member 2 (Homo sapiens), O00482. inhibition, % at 3.6 µM. LRH-1 transfected, 24 h;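 active = inhibition above the mean inhibition of all tested compounds plus 3 SD, cut at about 73% in these data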;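 note: 0% = DMSO wells and 100% = reporter-only cells lacking LRH-1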
Target sequence (O00482 whole entry, looked up): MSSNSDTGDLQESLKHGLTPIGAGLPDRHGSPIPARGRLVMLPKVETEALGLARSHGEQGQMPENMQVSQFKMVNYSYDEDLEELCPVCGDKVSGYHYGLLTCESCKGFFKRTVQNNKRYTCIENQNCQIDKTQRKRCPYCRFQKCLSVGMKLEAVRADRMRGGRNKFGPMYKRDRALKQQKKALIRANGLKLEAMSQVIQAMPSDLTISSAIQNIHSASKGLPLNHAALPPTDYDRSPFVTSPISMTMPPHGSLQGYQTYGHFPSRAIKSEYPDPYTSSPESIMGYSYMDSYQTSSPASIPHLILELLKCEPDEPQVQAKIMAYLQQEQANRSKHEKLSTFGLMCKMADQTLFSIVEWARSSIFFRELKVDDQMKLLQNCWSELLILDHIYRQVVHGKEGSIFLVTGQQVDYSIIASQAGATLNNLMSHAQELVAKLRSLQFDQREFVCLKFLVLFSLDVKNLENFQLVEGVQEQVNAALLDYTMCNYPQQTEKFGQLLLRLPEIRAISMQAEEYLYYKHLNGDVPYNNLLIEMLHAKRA
TLR9-MyD88 block: inhibitors of TLR9-MyD88 association in cells, primary screen, cell-based, CHO, BLA complementation, fluorescence; inhibition, % at 4.98 µM; AID 504734, 2011; 340,000 tested, 0.21% active; Toll-like receptor 9 (Homo sapiens) + Myeloid differentiation primary response protein …; CCF4 FRET ratio;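 active = inhibition above the mean over all tested compounds plus 3 SD, cut at about 21% in these data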;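 note: 0% = DMSO only wells and 100% = clavulanate BLA inhibitor control wells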
* = called active by the depositor; nt = no result given. A portion of the library (hit frequency here may not be typical).

Below each compound – TROY NFkB inh | NCOA2 inhibitor | NOD2 RIPK2 PPI | EBV LMP1 NFkB | C8 TRAIL sens | NCOA1 inh | NCOA3 inh | COUP-TFII inh | TWEAK-Fn14 inh | LRH-1 inv ag | TLR9-MyD88 block
O=C(O)c1c2c(nc3ccc(S(=O)(=O)N4CCC(C(=O)NC5CCCC5)CC4)cc13)CCCCC2
  8.0 | -8.7 | -9.3 | -0.5 | -20.7 | -3.5 | -2.0 | -1.3 | -33.7 | 2.7 | -10.6
COc1ccccc1OC(C)C(=O)O (stereo unspecified)
  -6.1 | -2.4 | -0.8 | 4.8 | -11.6 | 6.4 | 10.8 | 24.0 | 15.1 | -21.9 | -7.5
CN(C)c1ccc(CNC(=O)C2CCN(S(=O)(=O)c3ccc4c(c3)CCCC(=O)N4)CC2)cc1
  -22.4 | 4.8 | -4.2 | 3.4 | -13.5 | 7.9 | 0.2 | 12.3 | -17.9 | 11.3 | 2.8
CCCCC1(CC(=O)OCC)C(=O)N(c2ccccc2)N(c2ccccc2)C1=O
  5.3 | 22.6 | 11.3 | 1.7 | -0.5 | -6.8 | 18.6 | -7.7 | 3.0 | -2.3 | -1.5
O=C(CN1C(=O)C2CC=CCC2C1=O)NC1=NCCS1 (stereo unspecified)
  -6.3 | -31.8 | -7.1 | -4.0 | -14.1 | -37.6 | 15.3 | -29.1 | 3.7 | 1.8 | -2.5
COc1cccc(-c2ccc3c(c2)N(Cc2ccc(F)cc2)C(=O)C(C)S3)c1 (stereo unspecified)
  8.4 | 23.2 | 1.8 | nt | 0.5 | 1.9 | -21.0 | -1.3 | -4.4 | -11.4 | nt
O=C(O)c1ccc(Nc2nc(-c3ccccc3)c3ccccc3n2)cc1
  -9.7 | -18.3 | -8.4 | -2.0 | -0.9 | 1.8 | -13.9 | -15.9 | -2.2 | -11.6 | 4.1
O=C(CSc1ccc2nnc(CCNC(=O)c3ccccc3)n2n1)NCCc1ccccc1
  -10.2 | 3.7 | -5.0 | -2.8 | -10.8 | -14.7 | -69.3 | -12.5 | -2.1 | -23.2 | -0.1
CC(=O)Nc1cc(C(F)(F)F)ccc1OCCOc1ccccc1
  -16.5 | -28.2 | 7.3 | -0.5 | 35.8 | 22.0 | 25.4 | 6.8 | 14.2 | -0.6 | 1.9
Cc1ccc(S(=O)(=O)N[C@@H](CC(C)C)C(=O)NCc2ccco2)cc1
  10.1 | -31.7 | 8.2 | 2.2 | -28.2 | -4.2 | 31.6 | 3.9 | 17.5 | -23.3 | -5.9
CC(N=Cc1cc([N+](=O)[O-])ccc1O)c1ccccc1 (stereo unspecified)
  15.8 | 11.9 | -4.0 | -2.3 | -2.2 | 0.5 | 15.0 | 1.9 | -1.3 | 0.1 | -4.5
O=C(NCC(=O)N1CCN(C(=O)c2ccco2)CC1)c1ccc(Br)cc1
  -1.3 | -9.8 | -4.7 | 0.1 | -7.7 | -44.8 | -2.8 | -11.3 | 15.0 | 7.2 | 8.0
CCN1CCN(c2ccc(S(=O)(=O)N3CCOCC3)cc2NC(=O)c2ccc(F)cc2Cl)CC1
  8.8 | -6.0 | 9.6 | 8.4 | -12.5 | 1.7 | 19.0 | -7.2 | 9.1 | -28.4 | 4.0
CC1CCC(C(C)C)C(OC(=O)C[n+]2cccc(C(N)=O)c2)C1 (stereo unspecified)
  3.5 | -6.8 | -16.2 | -8.0 | -1.6 | -2.2 | 8.0 | 3.2 | -15.9 | -23.4 | 5.7
O=C(c1cc2ccccc2o1)N1CCN(Cc2nc3ccccc3s2)CC1
  21.6 | -32.5 | 4.8 | -11.1 | -10.0 | -48.4 | -56.2 | 5.9 | -29.6 | -23.4 | -5.4
CN(C)c1ccc(N2C(=NC(=O)CC3CCCCC3)SC3CS(=O)(=O)CC32)cc1 (stereo unspecified)
  9.1 | -2.1 | -1.8 | 0.0 | -4.6 | -3.7 | -10.2 | 17.3 | -0.1 | -7.0 | -8.3
CCN(C(=O)Cn1c([N+](=O)[O-])cnc1C)c1ccccc1
  8.6 | 24.2 | -10.2 | -12.5 | -3.4 | -16.6 | -3.9 | -19.4 | 17.6 | -12.6 | -7.8
CC(C)(Oc1ccc(Cl)cc1)C(=O)Nc1ccc2oc(=O)ccc2c1
  -4.6 | -7.8 | 2.2 | -6.8 | 3.5 | -12.1 | -27.7 | -6.4 | 3.5 | 12.4 | -10.8
CCc1nnc(NC(=O)CSc2ccc(-c3ccc(-n4cccn4)cc3)nn2)s1
  -58.4 | -41.5 | -3.5 | -11.8 | 77.3* | -25.1 | -27.9 | -35.3 | -40.1 | -50.8 | 0.0
O=C(NCCCN1CCOCC1)c1ccc([N+](=O)[O-])cc1[N+](=O)[O-]
  4.7 | -5.2 | 0.8 | -4.2 | 10.1 | 15.6 | 11.4 | -6.5 | -19.6 | 4.5 | 2.1
COCCN(C(=O)COC(=O)C1CCC(C(C)(C)C)CC1)c1c(N)n(Cc2ccccc2)c(=O)[nH]c1=O (stereo unspecified)
  16.5 | 4.8 | 4.8 | -10.2 | -4.2 | -9.7 | 10.1 | 16.9 | 10.9 | -11.3 | -4.9
O=c1c2ccccc2[nH]c(=S)n1Cc1cccs1
  4.3 | 2.9 | 11.1 | 7.3 | -9.0 | -11.1 | 5.4 | 23.3 | -11.4 | -0.1 | -3.0
Cc1cc(C)c(C(N)=O)c(SCC(=O)c2cc(C)n(-c3cc(C)on3)c2C)n1
  32.8 | 25.3 | -1.6 | 5.8 | 11.9 | 5.2 | 27.6 | 8.7 | 27.1 | 12.9 | -5.4
CC(CCc1ccccc1)NC(=O)C(C)OC(=O)c1ccco1 (stereo unspecified)
  6.4 | 14.8 | -0.3 | 3.2 | 0.1 | -1.0 | -17.8 | 7.1 | 14.0 | 7.9 | -0.5
COc1cc2c(cc1OC)C1CC(=O)C(CC(C)C)CN1CC2 (stereo unspecified)
  3.7 | 13.7 | 3.9 | -5.1 | -2.7 | 10.2 | -3.3 | -8.3 | -5.7 | 14.3 | -8.8
Cc1cc(C)c2c(CN3CCC(C)CC3)cc(=O)oc2c1C
  -22.2 | -10.5 | -4.9 | nt | 12.5 | -23.6 | -22.0 | -5.0 | -49.3 | 7.9 | 13.2
COc1ccc(C(CNC(=O)c2oc3c(Cl)cccc3c2C)N2CCCC2)cc1 (stereo unspecified)
  -9.7 | -11.3 | 4.0 | -11.3 | 2.6 | -9.3 | -2.0 | 10.2 | -34.8 | 1.7 | 0.2
CNS(=O)(=O)c1ccc2ccccc2c1
  -4.3 | 1.6 | -1.8 | 0.5 | -9.6 | -16.0 | 0.8 | 10.9 | -5.2 | 2.7 | -1.2
CCN(CC)C(=O)C1=C(C)N(CCCOC)C(=O)C(CC(=O)NCCCN(C)C)C1 (stereo unspecified)
  7.8 | -14.6 | -1.7 | -0.6 | 2.4 | 2.7 | 1.6 | 2.7 | 10.0 | 19.1 | 9.8
O=C(c1ccc(OC2CCN(C(=O)C3CC3)CC2)cc1)N(CCO)Cc1ccccc1
  -4.5 | -21.4 | 0.8 | -8.2 | 1.2 | 3.2 | -13.5 | 13.1 | -13.7 | 5.4 | -0.8

The list continues.
Below each compound – TROY NFkB inh | NCOA2 inhibitor | NOD2 RIPK2 PPI | EBV LMP1 NFkB | C8 TRAIL sens | NCOA1 inh | NCOA3 inh | COUP-TFII inh | TWEAK-Fn14 inh | LRH-1 inv ag | TLR9-MyD88 block
O=C(NNC(=S)NCC1CCCO1)c1cc(Br)ccc1Cl (stereo unspecified)
  -15.5 | -9.9 | -6.0 | 2.7 | -3.7 | 4.5 | -21.0 | -1.1 | -4.3 | -24.9 | -7.0
CCOC(=O)N1CCc2c(sc(NC(=O)CN3CCN(C)CC3)c2C(=O)Nc2ccccc2)C1
  9.9 | -1.2 | 2.7 | -1.6 | -10.5 | -3.8 | 20.2 | 4.7 | -18.8 | 4.9 | -9.5
O=C(N/N=C/c1ccccc1OCc1ccccc1)c1cccnc1
  -14.2 | -45.6 | 1.0 | 2.8 | -1.4 | 5.2 | -15.8 | 5.8 | -18.0 | 5.7 | 8.4
O=C(CCc1nc2ccccc2c(=O)[nH]1)Nc1cc(Cl)ccc1N1CCCCC1
  17.8 | -4.2 | -4.8 | -17.1 | 19.0 | 6.3 | 3.1 | 8.5 | 9.1 | -6.5 | -1.5
CCC(=O)Nc1ccc(N2CCN(C(=O)c3cccs3)CC2)cc1
  -3.3 | -10.0 | -9.1 | 15.9 | -4.3 | 17.9 | 9.5 | 9.9 | -4.0 | 9.9 | -2.1
O=C(CN(Cc1ccc2c(c1)OCO2)C(=O)c1cnsn1)NC1CCCC1
  -31.1 | 2.9 | -1.2 | -4.9 | 8.9 | -3.1 | 20.7 | 2.8 | -4.3 | -17.9 | -10.1
Cc1ccc(S(=O)(=O)NCC(=O)N2CCc3ccccc3C2)cc1
  7.6 | 4.5 | -3.1 | -9.4 | 17.5 | 1.2 | 2.3 | -0.6 | 17.8 | -8.7 | -0.2
O=C(Nc1ccc(N2CCOCC2)c(Cl)c1)c1ccco1
  -44.8 | -24.3 | -1.9 | -0.7 | 40.4 | -150.3 | -83.2 | -49.5 | 17.6 | -146.1 | 2.4
COC(=O)CCC(=O)Nc1cccc(Cl)c1
  5.0 | -18.8 | -10.7 | -1.2 | 2.0 | -4.3 | 9.7 | -6.1 | -1.0 | 7.0 | -3.4
Cc1cccc(CSCc2nnc(N)s2)c1
  -37.4 | -24.9 | -0.1 | -19.5 | -5.0 | -5.5 | -41.3 | -8.6 | -19.1 | -29.4 | -4.1
N#C/C(=C/c1cccn1-c1cccc(C(=O)O)c1)c1ccc(Cl)cc1
  26.2 | 20.9 | -2.2 | 19.3 | 1.4 | 12.7 | 4.5 | 21.4 | 6.7 | -5.5 | -10.5
CCc1nc(N2CCN(Cc3ccc4c(c3)OCO4)CC2)c2oc3ccccc3c2n1
  21.5 | 3.7 | 2.1 | 6.9 | 23.5 | 3.5 | -7.7 | 13.3 | 26.3 | 24.4 | 2.9
COc1ccc2c(C)cc(SC3CCOC3=O)nc2c1 (stereo unspecified)
  5.2 | 17.2 | -6.4 | 6.3 | -3.2 | -6.4 | -0.5 | 1.7 | -14.1 | 4.5 | -8.3
CCCc1cc(=O)[nH]c(SCC(=O)NC2CCCCCCC2)n1
  0.9 | 2.7 | -3.8 | 0.2 | 2.8 | 5.6 | -3.1 | -3.9 | 0.9 | 1.9 | -6.7
